Assay outcomes (PubChem)
procasp7 counter: activates human procaspase-7, counter-screen for procaspase-3 activators; recombinant procaspase-7, Ac-DEVD-pNA absorbance 405 nm; D23A/D198A/D206A triple mutant, cannot self-cleave; scale: DMSO 0, 5 µM enzyme 100; activation, % at 8.5 µM; AID 463210; 330,000 compounds, 0.093% hits;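 active = percent activation above the screen-wide mean plus 3 SD, cut at about 25% in these data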
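Replicates: singlicate. Assay system: Procaspase-7 triple mutant (PC-7 D3A). Signal: 405 nm absorbance of p-nitroaniline. Times: 1 h preincubation, 2 h reaction. Buffer or medium: Zinc-free HEPES pH 7.4 with 300 mM NaCl, 0.01% Triton X-100. Also added: DEVD-pNA substrate. Benchmarks: DMSO wells as 0%, DMSO with 5 µM added PC-7 as 100%.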
GASC-1 inh: blocks human GASC-1 demethylase activity | GST-JMJD2C(1-420) H3K9me3 demethylation, DELFIA europium | AID 2099 | inhibition, % at 2.35 µM | 330,000 compounds, 0.069% hits | Q9H3R0;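 active = more than half of a compound's replicate wells show inhibition beyond 50%, single wells judged on their own value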;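 note: signal counts dimethyl H3K9 product captured on neutravidin plate; 0% = median of DMSO wells and 100% = 0.3 times that DMSO median; strong numbers were not always called active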
PP1 counter: blocks human PP1-alpha phosphatase, a PP5 counter-screen; purified PP1alpha, OMFP fluorescence; inhibition, % at 6.7 µM; 320,000 compounds, 0.9% hits;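 active = inhibition above the mean inhibition of all tested compounds plus 3 SD, computed separately for each screening campaign, cut at about 15% in these data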
Target sequence (P62136 whole entry, looked up): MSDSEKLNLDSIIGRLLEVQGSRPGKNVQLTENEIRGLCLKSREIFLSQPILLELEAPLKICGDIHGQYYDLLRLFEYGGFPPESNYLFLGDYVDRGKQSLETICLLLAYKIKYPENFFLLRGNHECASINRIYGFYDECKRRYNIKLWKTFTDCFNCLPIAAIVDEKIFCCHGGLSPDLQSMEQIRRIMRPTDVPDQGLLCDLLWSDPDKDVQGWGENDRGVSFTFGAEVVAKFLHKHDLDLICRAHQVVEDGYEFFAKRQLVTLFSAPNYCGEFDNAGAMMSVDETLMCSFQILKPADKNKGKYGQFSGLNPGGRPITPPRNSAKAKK
HCV core dimer: blocks dimerization of HCV core protein | TR-FRET GST/Flag-core106 dimerization, 1536-well | inhibition, % at 5 µM | 300,000 compounds, 0.33% hits;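 active = inhibition above the mean of all tested compounds plus 3 SD, set per screening campaign, cut at about 45% in these data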
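Assay system: Tagged HCV core106 pair (GST and Flag) | Buffer or medium: KF-containing HEPES buffer, pH 7.45, DTT, CHAPS, BSA | Also added: Eu donor and XL665 acceptor anti-tag antibodies | Dosing: One concentration, 5 µM, in 0.5% DMSO | Timing: 4 h at 22.5 °C | Technique: TR-FRET 671 and 617 nm emission | Repeats: Singlicate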
VLA-4 inh: inhibition in a human VLA-4 binding assay | P13612 | VLA-4 expressing cells, ligand binding flow cytometry | 330,000 compounds, 0.2% hits | inhibition, % (about 7 µM as worked out from the volumes in the protocol); in the data active = inhibition above about 50%
CTSL1 counter: counter-screen for PFM18AAP inhibitors: inhibitors of F. hepatica cathepsin L1 | recombinant F. hepatica cathepsin L1, Z-Leu-Arg-MCA fluorescence | inhibition, % at 5.96 µM | 300,000 compounds, 0.49% hits | AID 1906;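 active = inhibition above the mean of all tested compounds plus 3 SD, set per screening campaign, cut at about 17% in these data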;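 note: 0% = plate median of test compound wells and 100% = 1 µM Z-Phe-Ala-diazomethylketone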
PP5 inh: inhibitors of human protein phosphatase 5 (PP5). purified PP5c, OMFP substrate fluorescence. P53041. inhibition, % at 6.7 µM. AID 1987. 320,000 compounds, 0.18% hits;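 active = inhibition above the campaign's mean inhibition across all tested compounds plus 3 SD, cut at about 9.5% in these data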;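 note: 0% = DMSO only and 100% = 100 µM cantharidin control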
Target sequence (P53041 whole entry, looked up): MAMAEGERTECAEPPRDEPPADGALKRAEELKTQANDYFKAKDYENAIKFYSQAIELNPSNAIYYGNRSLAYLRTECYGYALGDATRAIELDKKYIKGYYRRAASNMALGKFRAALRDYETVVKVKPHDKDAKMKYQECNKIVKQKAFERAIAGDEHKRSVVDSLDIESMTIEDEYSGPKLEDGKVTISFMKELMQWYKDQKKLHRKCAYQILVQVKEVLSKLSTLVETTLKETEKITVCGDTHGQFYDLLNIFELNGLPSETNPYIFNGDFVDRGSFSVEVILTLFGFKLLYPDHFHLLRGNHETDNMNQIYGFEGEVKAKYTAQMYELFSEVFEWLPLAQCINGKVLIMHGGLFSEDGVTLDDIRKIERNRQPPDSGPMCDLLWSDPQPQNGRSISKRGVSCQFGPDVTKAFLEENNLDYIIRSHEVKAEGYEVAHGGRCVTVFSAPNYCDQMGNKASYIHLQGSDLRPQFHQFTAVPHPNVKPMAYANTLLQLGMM
GRK2 inh: inhibitors of human GRK2 displacing RNA aptamer. P25098. bead flow cytometry, FAM-aptamer displacement from GRK2. inhibition of aptamer binding, % at 10 µM. 330,000 compounds, 0.59% hits;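 active = inhibition of aptamer binding above 40%, roughly 3 SD of noise, on plates passing a quality check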;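 note: median bead fluorescence of bound FAM aptamer so fluorescent compounds give negative values; no value below 0 was filed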
proCasp3 act: activates human procaspase-3; P42574; recombinant procaspase-3 D3A, Ac-DEVD-pNA absorbance 405 nm; activation, % at 8.5 µM; 330,000 compounds, 0.11% hits;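 active = activation above the mean of all tested compounds plus 3 SD, cut at about 21% in these data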;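 note: 0% = DMSO alone and 100% = DMSO wells spiked with extra 5 µM PC-3 D3A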
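System: Procaspase-3 D3A mutant. Medium: Zinc-free 300 mM NaCl, 50 mM HEPES, 0.01% Triton X-100. Schedule: 1 h preincubation plus 2 h reaction at 25 °C. Measured by: 405 nm absorbance of p-nitroaniline, reads at 0 and 120 min. Read-out: percent activation relative to control range.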
The depositor's hits bear a star; x = no result given.

mol	proCasp3 act	HCV core dimer	GASC-1 inh	PP5 inh	procasp7 counter	VLA-4 inh	PP1 counter	CTSL1 counter	GRK2 inh
Nc1c(C(=O)NCc2ccco2)c2nc3ccccc3nc2n1CCc1ccc(F)cc1	-2	3	3	8.8	-9	-37	5	4	1
Cc1c(C(=O)N(Cc2ccc(N(C)C)cc2)C2CCS(=O)(=O)C2)oc2ccccc12 (stereo not drawn)	6	1	-1	1.0	7	11	-5	0	3
CC1CCN(c2c(NCC3CCC(C(=O)NC4CCCCCC4)CC3)c(=O)c2=O)CC1 (stereo not drawn)	7	3	0	3.2	4	0	0	1	1
C=C(C)c1cccc(C(C)(C)NC(=O)NCc2ccc(OC)cc2)c1	6	4	-1	3.0	2	5	0	-2	1
COc1ccc(N2CCN(C(=O)Cn3cnc4c3c(=O)n(C)c(=O)n4C)CC2)cc1	-1	-1	-2	0.1	3	5	-1	-2	2
O=C(COc1ccccc1CNCc1ccccc1)Nc1ccccc1	0	-1	0	-1.9	-6	1	0	-1	1
O=C(CSc1nnc(-c2c[nH]c3ccccc23)o1)N1c2ccccc2CCc2ccccc21	-3	19	-3	1.4	0	-3	2	-6	2
CN(C(=O)COC(=O)c1ccc2ccccc2n1)C1CCCCC1	4	x	3	x	0	8	x	x	0
NS(=O)(=O)c1ccc(CCn2c(=S)[nH]c3ccccc3c2=O)cc1	7	-7	-10	-0.5	-4	-5	-3	1	1
O=C(CCN1C(=O)c2ccccc2C1=O)NC1=NCCS1	5	-5	-11	1.5	1	-8	-3	-2	0
O=C(COC(=O)C1CC1)Nc1ccc([N+](=O)[O-])cc1C(F)(F)F	6	x	-3	1.6	2	10	-2	x	0
COc1ccc(C(=O)NC2CCN(S(=O)(=O)Cc3ccccc3)CC2)c(OC)c1	6	-7	-3	1.9	5	2	-4	-3	0
Cc1ccc(NC(=O)COC(=O)c2cccnc2Cl)cc1S(=O)(=O)N1CCCCC1	-6	3	8	1.5	4	11	-2	-23	0
Nc1nc2c([N+](=O)[O-])cccc2s1	-1	1	0	0.7	-3	13	-2	5	1
Cc1c(C(=O)Nc2ccc3nc(N4CCOCC4)sc3c2)oc2ccccc12	0	x	-1	3.0	-5	-23	0	x	0
COC(=O)C1(C)NC(c2ccc(Cl)cc2)C2C(=O)N(c3ccccc3)C(=O)C21 (stereo not drawn)	-6	-3	-12	2.2	0	-11	-4	4	1
O=C(Cn1cc2c(n1)CCCCC2)N1CCc2ccccc2C1	-2	-2	-5	3.2	0	17	1	-3	0
O=C(/C=C/c1cccc([N+](=O)[O-])c1)NCCSc1ccccc1	-2	4	7	5.3	7	3	4	-3	1
COC(=O)CC1=C(C(=O)OC)C(c2ccc3c(c2Cl)OCO3)C(C#N)=C(N)O1 (stereo not drawn)	-6	0	-29	4.8	4	0	3	0	0
COc1ccccc1CCc1nnc(CCC(=O)NCCOc2cccnc2)o1	-4	6	-6	-0.1	10	12	-2	-2	0
O=C(NCc1ccccn1)C1CCC(=O)N1C1CCCC1 (stereo not drawn)	6	-5	-3	0.5	0	4	2	0	1
O=C(COC(=O)c1cc(F)c(F)cc1Cl)NC1CC1	0	1	5	0.0	-6	5	-5	4	2
Cc1cccc(NC(=O)c2nc[nH]c2C(=O)NCC(=O)OCc2ccccc2)c1	1	-6	4	6.1	-5	-13	4	2	1
CCCCN(Cc1ccco1)S(=O)(=O)c1ccc(-c2ccc(=O)[nH]n2)s1	3	-5	32	-1.4	-12	-8	5	6	6
CCOC(=O)Cc1csc(NC(=O)CSc2nnc(-c3cccnc3)n2Cc2ccco2)n1	-2	-5	-16	3.3	10	17	-1	-3	2
Cc1oc(-c2ccccc2)nc1CS(=O)CC(=O)NC1CCCC1 (stereo not drawn)	-9	7	-1	1.3	-10	-12	8	6	3
Cc1noc(C)c1C(=O)N1CCCC1	2	-6	1	-2.2	4	-3	1	-1	6
O=C(OCC(=O)N1CCOCC1)c1ccc(Cl)c(S(=O)(=O)N2CCc3ccccc32)c1	2	x	2	x	1	14	x	x	4
Cc1cc(C(C)(C)C)ccc1OCCCCN1CCCC1	-1	-9	-3	2.8	3	4	-1	-5	0
CC(CN1CCN(C)CC1)OC(=O)c1ccc(Cl)cc1 (stereo not drawn)	-18	-3	3	1.7	0	4	-3	-4	0
O=C(CCCOc1ccccc1)N1CCCc2ccccc21	-8	1	-4	0.6	3	10	-1	1	6
Cc1cccc(C(=O)N/N=C/c2coc3ccccc3c2=O)c1	-5	11	-21	0.1	0	-4	0	2	30
O=C(CCSc1ccc(Cl)cc1)c1cccs1	-19	4	1	6.0	-19	15	1	9	0
Cc1ccccc1-n1nc2c(c1NC(=O)c1cccc(F)c1)CS(=O)C2 (stereo not drawn)	9	-1	-11	-1.7	-1	46	-5	-4	0
O=C(CCc1ccc(Oc2cc([N+](=O)[O-])cc([N+](=O)[O-])c2)cc1)NC1CCCC1	-11	18	-32	3.7	-9	-6	0	1	99*
O=P(CCCCCCCCCP(=O)(c1ccccc1)c1ccccc1)(c1ccccc1)c1ccccc1	-5	37	-4	5.2	-7	6	11	2	5
CSc1nnc(C)c(=O)n1COC(=O)c1ccc(S(=O)(=O)N(C)C)cc1	2	-3	-1	1.7	4	11	0	-1	0
COc1ccc(Cc2c(O)nc(SC)n(C(C)=O)c2=O)cc1	4	0	-7	-1.5	-4	-22	-3	2	100*
CC(=O)c1c(CC(=O)O)[nH]n(-c2nc3ccccc3s2)c1=O	-4	0	-1	1.9	-7	2	2	-6	4
COc1ccc(CNC(=O)C2CCCN2C)cc1OC (stereo not drawn)	3	2	4	-3.1	-9	6	-5	0	1
COc1ccc(-c2cn(Cc3ccc(C)cc3)nn2)cc1	10	-16	2	-0.6	-13	25	0	2	4
COc1cc2c(cc1NC(=O)CSc1nnc(Cc3cccs3)n1Cc1ccco1)oc1ccccc12	-3	11	26	6.5	-7	x	13	-5	0
Cc1cccc(NC(=O)c2sc(-c3ccccc3)nc2-c2ccc([N+](=O)[O-])cc2)c1	-3	-6	-3	1.9	1	4	-2	-1	4
COc1cccc(C(=O)NCC(=O)N/N=C/c2cccc(OC(=O)c3ccc([N+](=O)[O-])cc3)c2)c1	10	13	-2	-2.1	2	-10	2	0	4
O=[N+]([O-])c1cccc(/C=N/n2c(C3CCCCC3)n[nH]c2=S)c1	-5	4	-7	0.1	-8	5	1	0	1
Nc1nc(SCc2ccc(Cl)cc2Cl)ns1	-6	0	0	1.1	-5	-15	0	0	4
COc1ccc(N(C(=O)c2cccnc2)S(=O)(=O)c2ccccc2)cc1	4	-3	12	3.1	6	7	1	-4	0
COc1cccc(OC)c1C(=O)NCCc1ccccc1	-4	-2	-3	1.4	7	6	-6	1	2
COC(=O)c1ccc(C2/C(=C(\O)c3ccc(OC)c(C)c3)C(=O)C(=O)N2c2cc(C)on2)cc1 (stereo not drawn)	-2	17	2	2.2	-38	1	19*	-1	3
COc1ccc(S(=O)(=O)Nc2ccccc2OC)cc1N=Nc1c(O)[nH]c(=S)[nH]c1=O	-2	x	1	x	-14	5	x	x	1

(further entries)
mol	proCasp3 act	HCV core dimer	GASC-1 inh	PP5 inh	procasp7 counter	VLA-4 inh	PP1 counter	CTSL1 counter	GRK2 inh
CCOC(=O)C1=C(CSc2nccn2C)NC(=O)NC1c1ccc(OC)cc1 (stereo not drawn)	-2	0	0	0.6	-6	3	-2	4	0
Cc1nc(-c2nnc(-c3ccccc3)o2)c(C(F)(F)F)o1	1	-1	7	2.2	7	2	-5	2	2
O=C(Nc1cccc(F)c1)Nc1ccc(Cl)cn1	0	1	14	3.3	-1	1	4	-2	1
CCN(CC(=O)NCc1cccs1)C(=O)COc1ccccc1C#N	3	x	1	1.6	3	4	-2	x	0
CCc1cc(CNC(=O)c2cccc(OC3CCN(S(C)(=O)=O)CC3)c2)on1	-9	-1	0	0.1	5	1	-3	1	3
COc1ccc(CCNC(=O)CCC(=O)n2ncc3cc(C)ccc32)cc1OC	3	16	-19	-0.7	9	-3	-1	0	0
COc1ccc(Br)cc1S(=O)(=O)N1CCOCC1	-12	4	-14	-0.5	-2	11	0	7	2
Cc1ccc(S(C)=O)cc1-n1c(=O)n(Cc2ccccc2)c(=O)c2[nH]cnc21 (stereo not drawn)	7	9	-8	-0.2	-3	9	3	-1	1
CC(=O)c1cn(-c2ccc([N+](=O)[O-])cc2)c(=O)n(C)c1=O	8	0	x	0.5	12	-9	-2	-4	3
COc1ccc(-c2ccc(=O)n(CC(=O)Nc3nnc(C(C)C)s3)n2)cc1OC	-2	-4	14	1.9	11	-2	1	1	0
Cc1ccc(C(=O)NCCNC(=O)c2ccc(F)cc2)cn1	6	-2	4	0.5	4	5	-2	-2	4
Cc1ccc(-n2nc3c(=O)n(C(C)C(=O)NCc4ccc(Cl)cc4)nc(C)c3c2C)cc1 (stereo not drawn)	4	19	-2	3.0	5	15	0	-3	0
C=CCNC(=O)C(=O)NCC(c1ccc2c(c1)OCO2)N1CCN(c2ccc(F)cc2)CC1 (stereo not drawn)	3	1	-15	-0.6	3	22	-6	-3	1
O=S(=O)(Nc1nc2ccccc2s1)c1ccc(Cl)s1	-1	11	-2	2.4	6	1	0	-4	1
CC1(C)Cc2ccccc2-c2nnc(SCc3ccccc3)n21	3	-5	2	1.1	9	4	2	-3	0
Cc1ccc(/C=N\NC(=O)/C(=C\Nc2nccc(C)n2)NC(=O)c2ccccc2)cc1	-7	5	13	1.6	12	-5	-2	22*	3
COc1cc2[nH]c(=O)n(CCC(=O)N3CCc4ccccc4C3)c(=O)c2cc1OC	8	-5	4	-2.6	2	10	-1	1	2
CCCCn1c(N)c(N(CC(C)C)C(=O)CCNC(=O)c2ccc(Cl)cc2)c(=O)[nH]c1=O	-2	0	3	-2.9	9	7	-4	4	0
CN(CC(=O)NCCc1ccc(S(N)(=O)=O)cc1)c1ccccc1	1	-1	2	-0.3	1	5	-3	1	1

Whole records as entered above. Screens in order: proCasp3 act | HCV core dimer | GASC-1 inh | PP5 inh | procasp7 counter | VLA-4 inh | PP1 counter | CTSL1 counter | GRK2 inh
O=S(=O)(Nc1nc2ccccc2s1)c1ccc(Cl)s1 in the list: -1 | 11 | -2 | 2.4 | 6 | 1 | 0 | -4 | 1
C=CCNC(=O)C(=O)NCC(c1ccc2c(c1)OCO2)N1CCN(c2ccc(F)cc2)CC1 (stereo not drawn) in the list: 3 | 1 | -15 | -0.6 | 3 | 22 | -6 | -3 | 1
CCCCn1c(N)c(N(CC(C)C)C(=O)CCNC(=O)c2ccc(Cl)cc2)c(=O)[nH]c1=O in the list: -2 | 0 | 3 | -2.9 | 9 | 7 | -4 | 4 | 0
